NS3 helicase inh: inhibitors of HCV NS3 helicase, primary screen, biochemical, Cy5 molecular beacon fluorescence | hit rate 0.56% among 290,000 | NS3 helicase DNA unwinding | AID 1800, 2009 | inhibition, % at 10.9 µM | Hepatitis C virus NS3 helicase;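 active means inhibition above the mean of all tested compounds plus 3 SD, set per campaign, cut at about 35% in these data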;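 further: 0% = DMSO wells and 100% = thioflavine S control wells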
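Material: hepatitis C virus NS3 helicase domain fragment enzyme; measured by: Cy5 fluorescence, 0 and 60 min reads; control set: DMSO and thioflavine S; incubation: 60 min unwinding reaction at 25 °C after ATP addition; read-out basis: % inhibition from 60/0 min fluorescence ratio, DMSO 0%, thioflavine S 100%; repeats: singlicate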
VIM-2 inh: VIM-2 metallo-beta-lactamase inhibitors, primary screen, biochemical, epi-absorbance readout, Pseudomonas aeruginosa enzyme | purified VIM-2, nitrocefin hydrolysis, epi-absorbance fluorescence | inhibition, % at 5.6 µM | hit rate 0.89% among 290,000;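 active means inhibition above the mean of all tested compounds plus 3 SD, cutoff set per screening run, cut at about 7.5% in these data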;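 further: red hydrolysis product quenches plate fluorescence so inhibitors raise well fluorescence; 0% = enzyme with DMSO and 100% = DMSO without enzyme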
SUMO HTRF inh: inhibitors of in vitro SUMOylation cascade, primary screen, biochemical, HTRF, uHTS; SUMO-conjugating enzyme UBC9 (Homo sapiens), P63279; HTRF SUMOylation assay, SAE1/SAE2 + UBC9; inhibition, % at 35 µM; hit rate 0.36% among 290,000; AID 2006, 2009; in the data active means inhibition above about 50%, passing the limit was not always enough; further: strong numbers were not always called active
IDE cell activ: human IDE activators in live cells, primary screen, fluorescence polarization, HEK cells, FAbeta-B substrate | Insulin-degrading enzyme (Homo sapiens), P14735 | hit rate 0.073% among 340,000 | FAbeta-B cleavage; 0% vehicle, 100% cell-free pure enzyme wells | activation, % at 5.96 µM;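 active means activation above the mean of all tested compounds plus 3 SD, set per screening campaign, cut at about 17% in these data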
Target sequence (P14735 whole entry, looked up): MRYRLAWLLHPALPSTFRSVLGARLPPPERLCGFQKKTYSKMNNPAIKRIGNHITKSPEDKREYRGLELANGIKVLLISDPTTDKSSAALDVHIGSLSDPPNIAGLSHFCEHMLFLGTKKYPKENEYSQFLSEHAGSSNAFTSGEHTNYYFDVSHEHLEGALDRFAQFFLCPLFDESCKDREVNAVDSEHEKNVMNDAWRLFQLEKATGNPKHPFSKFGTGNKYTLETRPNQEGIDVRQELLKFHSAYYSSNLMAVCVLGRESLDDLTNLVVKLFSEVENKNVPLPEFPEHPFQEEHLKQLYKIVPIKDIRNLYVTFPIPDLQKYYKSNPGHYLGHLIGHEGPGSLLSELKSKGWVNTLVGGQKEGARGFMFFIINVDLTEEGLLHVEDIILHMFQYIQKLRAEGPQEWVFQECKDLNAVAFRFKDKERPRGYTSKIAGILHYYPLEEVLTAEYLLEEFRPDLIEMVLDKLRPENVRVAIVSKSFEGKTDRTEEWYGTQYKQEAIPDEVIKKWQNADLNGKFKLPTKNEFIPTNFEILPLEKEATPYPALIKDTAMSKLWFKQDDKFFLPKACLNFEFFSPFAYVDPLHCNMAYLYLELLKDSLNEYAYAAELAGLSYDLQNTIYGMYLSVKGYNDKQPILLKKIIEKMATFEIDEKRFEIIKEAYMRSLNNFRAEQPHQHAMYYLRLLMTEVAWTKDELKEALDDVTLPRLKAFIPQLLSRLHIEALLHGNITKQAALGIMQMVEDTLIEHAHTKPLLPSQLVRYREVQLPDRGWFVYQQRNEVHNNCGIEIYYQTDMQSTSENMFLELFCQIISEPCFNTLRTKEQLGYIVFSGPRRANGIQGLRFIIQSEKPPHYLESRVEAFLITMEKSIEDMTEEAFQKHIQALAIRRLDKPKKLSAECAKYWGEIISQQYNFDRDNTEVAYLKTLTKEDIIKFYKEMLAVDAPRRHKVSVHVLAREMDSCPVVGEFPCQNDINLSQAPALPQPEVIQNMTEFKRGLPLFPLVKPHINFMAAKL
IDE inh: human IDE inhibitors in live cells, primary screen, fluorescence polarization, HEK cells, FAbetaB substrate; Insulin-degrading enzyme (Homo sapiens), P14735; FAbetaB cleavage; inhibition, % at 5.59 µM; hit rate 0.41% among 320,000; AID 434962, 2010;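 active means percent inhibition above the average of all tested compounds plus 3 SD, set per screening campaign, cut at about 16% in these data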;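 further: IDE supplied by intact live HEK cells; FP after avidin binding of uncleaved biotin substrate so inhibition keeps polarization high; 0% = DMSO wells and 100% = 60 µM reference IDE inhibitor Ii1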
pCIP destab: p/CIP-EGFP fusion destabilizers, primary screen, fluorescence, F442A cells; hit rate 0.01% among 290,000; Q05BA5; decrease of EGFP signal, % at 10 µM; AID 1984, 2009; 16 h;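 active means EGFP signal decrease of at least 30% at 10 µM or well 3 SD below plate mean, unless failing retest; inactive means the rest, including hits failing retest or dose response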; further: some compounds called inactive have numbers as strong as hits; many of its hits are not listed in these tables
CRFR2-BP antag: antagonists of CRF-BP/CRF-R2 complex, primary screen, cell-based, HEK293, calcium dye fluorescence, uHTS | CRF-induced calcium fluorescence | inhibition, % at 11.8 µM | hit rate 0.59% among 350,000 | AID 588475, 2011;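 active means inhibition of the ligand-induced calcium signal above about 50% at the single tested concentration, limit read from the data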
GalR3 antagonist: GalR3 antagonists in HEK293 cells, primary screen, cell-based, fluorescence readout; HEK293 GalR3-CNG cAMP membrane potential fluorescence; galR3 body fused to GalR1 C-terminus; Galanin receptor type 3 (Homo sapiens), O60755; AID 651719, 2012; hit rate 0.44% among 360,000; inhibition, % at 3 µM;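 active means inhibition above the screen-wide average plus 3 SD, cut at about 13% in these data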;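 further: forskolin and galanin both at EC90 stimulate the cells; cAMP rise reported by CNG channel membrane potential dye signal; 0% = forskolin plus galanin with DMSO and 100% = forskolin alone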
IMP-1 inhibitor: IMP-1 metallo-beta-lactamase inhibitors, primary screen, biochemical, epi-absorbance readout, Pseudomonas aeruginosa enzyme; inhibition, % at 5.6 µM; AID 1556, 2009; metallo-beta-lactamase IMP-1 (Pseudomonas aeruginosa); hit rate 0.45% among 290,000; purified IMP-1, nitrocefin hydrolysis, epi-absorbance fluorescence;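 active means inhibition above the mean plus 3 SD of all compounds in the same screening run, cut at about 4.5% in these data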;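 further: 0% = IMP-1 with DMSO and 100% = DMSO wells lacking enzyme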
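System: Purified IMP-1 | Read-out basis: Percent enzyme inhibition | Controls: IMP-1 with DMSO as 0%, enzyme-free DMSO as 100% | Replicates: One well per compound | Doses: 5.6 µM nominal single concentration | Detection: Epi-absorbance fluorescence, 480 nm excitation, 530 nm emission | Incubation: 25 °C, 15 min preincubation, 25 min reaction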
Active calls of the source: *; . = no result given. An unsorted share of the library. Share with any hit: about 3.2%.

NS3 helicase inh,VIM-2 inh,SUMO HTRF inh,IDE cell activ,IDE inh,pCIP destab,CRFR2-BP antag,GalR3 antagonist,IMP-1 inhibitor,SMILES
6,-1.9,0,2,-3,9,7,1,-2.2,Cc1csc(NC(=O)CSCC(=O)Nc2ccccc2)n1
-7,-0.5,-5,0,1,7,.,.,-2.5,CCNC(=O)CC1C(=O)N(c2ccc(OC)cc2)C(=S)N1CCc1ccncc1 (centres undefined)
4,-4.7,-12,4,-1,10,0,-7,-3.5,CCOC(=O)Cn1nnnc1CN(Cc1ccc(OC)cc1)Cc1cc2cc(C)cc(C)c2[nH]c1=O
-9,-0.8,25,3,2,-8,-5,-3,-1.9,O=C(/C=C/c1cccs1)Nc1ccc(S(=O)(=O)Nc2ncccn2)cc1
-7,-0.3,3,5,5,5,9,-5,-0.6,COc1cccc(CN2CCN(CC(=O)NCCc3ccccc3)CC2)c1
.,.,.,4,9,.,10,-11,.,CCOC(=O)C[C@H]1c2ccc(C(F)(F)F)cc2S(=O)(=O)N1Cc1ccccc1
1,-1.6,21,4,4,-2,8,-4,-1.5,COc1cccc(/C=C/C(=O)OCC(=O)Nc2ccc(S(=O)(=O)N3CCCC3)cc2)c1
.,.,.,6,-1,.,11,1,.,CCCC[C@@H]1CCCO[C@@](C(=O)NCc2ccc(C)o2)(C(F)(F)F)C1
-3,-1.9,-4,0,9,-3,-1,-2,-2.8,COc1ccc([N+](=O)[O-])cc1NC(=O)Cn1ccc(C(F)(F)F)n1
.,.,-13,3,4,-6,3,-2,.,Cc1ccc(CCNC(=O)C2CC(c3ccccc3C(F)(F)F)=NO2)cc1 (centres undefined)
-2,-3.4,4,6,-3,-12,-9,4,-2.4,COCc1nnc(NC(=O)c2ccc(S(=O)(=O)N(C)c3ccccc3)cc2)o1
.,.,.,3,5,.,-1,-2,.,O=C(Nc1ccc2nc3n(c(=O)c2c1)CCCC3)c1cncc(Br)c1
-6,-2.6,5,-2,3,-10,-7,-4,-3.3,CC(C)CC(c1nnnn1C(C)C)N1CCN(c2cccc(Cl)c2)CC1 (centres undefined)
11,-1.6,-2,2,1,5,-9,-5,-3.9,CCC(CC)C(=O)Nc1cc(C(=O)OC)ccc1C(=O)OC
.,.,.,-6,2,.,-7,-6,.,CCN1C(=O)[C@H]2[C@@H](c3ccc(-c4ccc(Cl)c(Cl)c4)cc3)N[C@@](C)(C(=O)OC)[C@H]2C1=O

Additional entries follow:
NS3 helicase inh,VIM-2 inh,SUMO HTRF inh,IDE cell activ,IDE inh,pCIP destab,CRFR2-BP antag,GalR3 antagonist,IMP-1 inhibitor,SMILES
8,-1.1,.,-4,-2,.,23,-1,-3.2,CCn1cc(CN(C)C(=O)CSc2nc(-c3ccco3)cc(C(F)(F)F)n2)c(C)n1
-6,-1.1,16,0,5,-40,-10,-2,1.3,O=C(C1COc2ccccc2O1)N1CCc2ccccc2C1 (centres undefined)
-33,-2.9,0,.,-5,-11,-2,-3,-2.9,COCCn1c(-c2ccc(Cl)cc2)nc2oc3cc(OC)ccc3c(=O)c2c1=O
24,-2.5,-6,5,3,-11,3,-2,-2.2,COc1ccc(C2c3ccc(O)cc3Oc3ncn(CCN4CCOCC4)c(=N)c32)cc1OC (centres undefined)
5,-1.9,22,3,5,3,12,-4,-5.8,Cc1ccc(N2CC(O)Cn3c2nc2c3c(=O)[nH]c(=O)n2C)cc1 (centres undefined)
0,-5.2,.,1,-7,.,25,-2,-0.5,COc1ccc(CCNC(=O)CSCc2ccc(C)cc2)cc1OC
.,.,.,-4,6,.,1,-5,.,Cc1cccc(C(=O)NCC(=O)OCc2nnc(-c3ccccc3)o2)c1
0,-4.6,14,5,3,9,-1,-5,-4.4,CC1(C)Cc2ccccc2-c2nc(CN3CCOCC3)[nH]c(=O)c21
36,-1.5,35,.,5,-16,-11,.,0.4,CCOC(=O)C1=C(C)N=c2s/c(=C/c3ccco3)c(=O)n2C1c1cccc(OC)c1 (centres undefined)
8,-0.6,3,3,-3,3,4,-4,-0.1,O=C(NCc1ccc2c(c1)OCO2)c1ccc(Br)cc1
-20,-1.2,14,-9,4,4,6,0,-2.9,COc1ccccc1N1CCN(C(=O)CCCN2C(=O)c3cccc4cccc(c34)C2=O)CC1
4,-2.9,13,5,7,-12,3,-3,-1.3,O=C(Nc1cccc(S(=O)(=O)NC2=NCCC2)c1)c1cc(-c2ccccn2)nc2ccccc12
0,-1.2,4,-2,-3,-24,-13,1,-2.5,O=C(c1ccccc1-c1ncc[nH]1)N1CCCC(Nc2ccc(F)cc2)C1 (centres undefined)
6,0.6,18,8,9,-14,4,0,-3.1,Cc1cc(OC(C)C(=O)NCc2cccnc2)c2c(C)c(C)c(=O)oc2c1 (centres undefined)
-11,-2.4,-4,6,6,-5,5,-1,-2.8,O=c1[nH]c(C2CCN(S(=O)(=O)c3cccc([N+](=O)[O-])c3)CC2)nc2c1nnn2Cc1ccccc1

Carrying on.
NS3 helicase inh,VIM-2 inh,SUMO HTRF inh,IDE cell activ,IDE inh,pCIP destab,CRFR2-BP antag,GalR3 antagonist,IMP-1 inhibitor,SMILES
-22,-2.7,-10,-6,2,-36,12,0,-0.2,CN(Cc1cccc(Cl)c1Cl)C(=O)c1cccc(S(=O)(=O)N2CCN(Cc3ccccc3)CC2)c1
13,-3.1,1,7,2,-15,5,-11,-2.9,COc1ccc(NC(=S)NC(=O)/C=C/c2ccco2)c(OC)c1
0,3.3,9,5,3,-8,-22,-11,-0.6,COc1ccc(OC)c(N=Cc2c(O)c3ccccc3oc2=O)c1
3,-1.2,10,3,2,0,-3,3,-3.7,CCCCn1c(CCC(=O)O)nc2cc(S(=O)(=O)N(CC)CC)ccc21
.,.,.,0,-2,.,7,-5,.,COc1ccccc1CNC(=O)COc1ccccc1C(=O)c1cnn(-c2ccccc2)c1
9,-4.0,10,10,-1,-3,17,-12,-6.4,CCOC(=O)C1CCN(S(=O)(=O)c2ccc(OCC(=O)OC)cc2)CC1
-6,-0.8,-90,5,0,-6,-22,-8,-0.8,O=C(N/N=C/c1cc([N+](=O)[O-])ccc1O)/C(=C\c1cccs1)NC(=O)c1ccccc1
14,-2.2,24,-1,-5,-34,-6,-2,-2.5,N/C(=N\OC(=O)c1ccc2ccccc2c1)c1ccccn1
0,-2.9,5,-4,-4,26,-6,-6,-3.0,CCN(CC(=O)N1CCOCC1)S(=O)(=O)c1ccccc1
5,0.5,-77,4,1,2,14,-6,-0.8,Cc1cccc(/C=N/NC(=O)c2cc(Br)ccc2O)n1
32,-0.8,13,-10,11,-12,9,-3,-3.4,O=C(O)c1cccc(-n2c(O)c(C=C3N=c4ccccc4=N3)sc2=S)c1
-1,-0.1,3,6,-10,5,6,-6,-0.9,COC(=O)c1ccc(C2/C(=C(/O)c3ccc(Cl)cc3)C(=O)C(=O)N2C2CCS(=O)(=O)C2)cc1 (centres undefined)
7,1.5,13,-4,13,-2,1,-2,-2.0,NN1C(=O)/C(=C2/Sc3ccccc3N2CCCS(=O)(=O)O)SC1=S
15,-1.1,0,-7,0,-6,2,-4,-2.5,CNc1ccccc1NC(=O)CCn1c(=S)oc2ccccc21
24,-0.9,14,3,4,-15,11,-3,0.9,CN(Cc1ccco1)C(=O)CCc1nc2sc3c(c2c(=O)[nH]1)CCCC3

One compound at a time (already shown). Screens in order: NS3 helicase inh | VIM-2 inh | SUMO HTRF inh | IDE cell activ | IDE inh | pCIP destab | CRFR2-BP antag | GalR3 antagonist | IMP-1 inhibitor
COc1ccc(OC)c(N=Cc2c(O)c3ccccc3oc2=O)c1 in the list: 0 | 3.3 | 9 | 5 | 3 | -8 | -22 | -11 | -0.6
CNc1ccccc1NC(=O)CCn1c(=S)oc2ccccc21 in the list: 15 | -1.1 | 0 | -7 | 0 | -6 | 2 | -4 | -2.5

Other entries follow:
NS3 helicase inh,VIM-2 inh,SUMO HTRF inh,IDE cell activ,IDE inh,pCIP destab,CRFR2-BP antag,GalR3 antagonist,IMP-1 inhibitor,SMILES
.,.,.,1,-6,.,19,3,.,CCOC(=O)N1CCN(C(=O)CCNS(=O)(=O)c2ccc(C)c(C)c2)CC1
-5,1.7,14,5,2,-6,-10,-4,-3.3,COCc1nnc(NC(=O)CCCOc2ccccc2)s1
-2,0.8,-3,0,-2,-14,3,-2,-5.3,Cc1ccc2c(Cl)c(C(=O)NCCCn3ccnc3)sc2c1
-2,-3.1,-11,4,-4,6,-4,-2,-1.0,COc1cc(COCC(O)CN2CCN(Cc3ccc4c(c3)OCO4)CC2)cc(OC)c1OC (centres undefined)
-5,-0.5,4,-1,0,-12,12,-10,-1.5,Cc1c2ccccc2cc(Cc2ccccc2)[n+]1C
-2,1.4,13,0,10,-12,-7,-1,-1.9,Cc1ccc(-c2c3c(nc4sc(C(N)=O)c(N)c24)CCC3)cc1
14,-0.8,27,-1,7,2,4,-1,2.5,CCN(CC)C(=O)CSC1=Nc2ccccc2C2=NC(c3ccccc3)C(=O)N12 (centres undefined)
-3,-1.6,5,2,1,0,-12,-7,-0.3,COc1ccccc1NC(=S)NC12CN3CN(CN(C3)C1)C2
1,-0.6,14,5,0,3,5,-4,-1.1,O=C(O)c1ccc(NC(=O)C2(c3ccccc3)CCOCC2)cc1

A second format for six compounds above.
structure	NS3 helicase inh	VIM-2 inh	SUMO HTRF inh	IDE cell activ	IDE inh	pCIP destab	CRFR2-BP antag	GalR3 antagonist	IMP-1 inhibitor
COCc1nnc(NC(=O)CCCOc2ccccc2)s1	-5	1.7	14	5	2	-6	-10	-4	-3.3
Cc1ccc2c(Cl)c(C(=O)NCCCn3ccnc3)sc2c1	-2	0.8	-3	0	-2	-14	3	-2	-5.3
COc1cc(COCC(O)CN2CCN(Cc3ccc4c(c3)OCO4)CC2)cc(OC)c1OC (centres undefined)	-2	-3.1	-11	4	-4	6	-4	-2	-1.0
Cc1c2ccccc2cc(Cc2ccccc2)[n+]1C	-5	-0.5	4	-1	0	-12	12	-10	-1.5
Cc1ccc(-c2c3c(nc4sc(C(N)=O)c(N)c24)CCC3)cc1	-2	1.4	13	0	10	-12	-7	-1	-1.9
CCN(CC)C(=O)CSC1=Nc2ccccc2C2=NC(c3ccccc3)C(=O)N12 (centres undefined)	14	-0.8	27	-1	7	2	4	-1	2.5
